Growth percent in the NCI-60 one-dose screen (48 h, 10 µM unless noted): 100 = growth as untreated, 0 = no growth, -100 = all killed.
CCRF-CEM = CCRF-CEM leukemia | 77,000 tested, 7% active | AID 1794778
HOP-92 = HOP-92 NSCLC cells. AID 1794738. 71,000 tested, 6.3% active
SK-MEL-5 = SK-MEL-5 melanoma; 80,000 tested, 6.4% active; AID 1794755
EKVX = EKVX NSCLC; 71,000 tested, 3% active; AID 1794765
HOP-62 = HOP-62 NSCLC; AID 1794735; 80,000 tested, 3.9% active
M14 = M14 melanoma. 80,000 tested, 6.2% active
A549/ATCC = A549/ATCC NSCLC; 81,000 tested, 3.7% active; AID 1794740
LOX IMVI = LOX IMVI melanoma; 79,000 tested, 7.4% active
* = called active by the depositor; · = no result given; & = joins results of further samples. The calls were made as follows: active = growth percent below 10; inactive = the rest. Not a hit list; any-hit rate near 12%.

No.	SMILES	CCRF-CEM	HOP-92	SK-MEL-5	EKVX	HOP-62	M14	A549/ATCC	LOX IMVI
1	Cc1ccc(NS(=O)(=O)c2ccc3c(c2)C(=O)CC(c2ccc(C(=O)C(C)C)cc2)N3)cc1C (stereo not drawn)	50	68	-10*	23	69	73	52	56
2	CC(=O)O[C@H]1[C@H](CC#CC#CC[C@@H]2C[C@]3(C)[C@H]4CC=C5[C@H]6CC(C)(C)CC[C@]6(C(=O)NCCCCN)CC[C@@]5(C)[C@]4(C)CC[C@H]3C(C)(C)[C@H]2OC(C)=O)C[C@]2(C)[C@H]3CC=C4[C@H]5CC(C)(C)CC[C@]5(C(=O)NCCCCN)CC[C@@]4(C)[C@]3(C)CC[C@H]2C1(C)C	105	92	100	109	105	100	101	86
3	CN[C@@H]1CCC[C@H](NCCCc2ccc(F)cc2)[C@H]1c1ccccc1Cl	83	36	91	88	84	84	89	86
4	O=[N+]([O-])c1[nH]cnc1/C=C\c1ccccc1	79	·	94	76	102	99	90	94
5	COc1cc(/C=C/C(=O)CC(=O)/C=C/c2ccc(OC(=O)C3C4CC5CC(C4)CC3C5)c(OC)c2)ccc1OC(=O)C1C2CC3CC(C2)CC1C3 (stereo not drawn)	90	66	110	109	99	105	102	108
6	COc1ccc(-c2ccc(SCC(=O)NCCc3ccc(S(N)(=O)=O)cc3)nn2)cc1	66	·	53	94	81	100	87	89
7	COc1ccc(/C=C2\N=C(c3ccccc3)N(CCc3cccs3)C2=O)cc1	93	·	104	101	104	112	92	96
8	COc1cc(-c2nc(NC(C)=O)sc2-c2ccnc(NCCCNS(=O)(=O)c3ccccc3)n2)ccc1Cl	41	57	43	78	99	36	71	56

Entries shown so far that contain sulfur (4):
No.	SMILES	CCRF-CEM	HOP-92	SK-MEL-5	EKVX	HOP-62	M14	A549/ATCC	LOX IMVI
1	Cc1ccc(NS(=O)(=O)c2ccc3c(c2)C(=O)CC(c2ccc(C(=O)C(C)C)cc2)N3)cc1C (stereo not drawn)	50	68	-10*	23	69	73	52	56
6	COc1ccc(-c2ccc(SCC(=O)NCCc3ccc(S(N)(=O)=O)cc3)nn2)cc1	66	·	53	94	81	100	87	89
7	COc1ccc(/C=C2\N=C(c3ccccc3)N(CCc3cccs3)C2=O)cc1	93	·	104	101	104	112	92	96
8	COc1cc(-c2nc(NC(C)=O)sc2-c2ccnc(NCCCNS(=O)(=O)c3ccccc3)n2)ccc1Cl	41	57	43	78	99	36	71	56

Next part:
No.	SMILES	CCRF-CEM	HOP-92	SK-MEL-5	EKVX	HOP-62	M14	A549/ATCC	LOX IMVI
9	COc1ccc(-c2nc3cc(C(=O)NC4CCCCC4)ccc3n2C2CCCCC2)cc1	94	121	65	69	101	89	89	77
10	CC1(C)OB(O)c2cc(-c3nc4ccc5[nH]ncc5c4c4c3CCCC4)ccc21	50	74	-68*	72	68	52	56	42
11	CN1CCN(Cc2ccc(NC(=O)c3cncc(C#Cc4cncc5ncccc45)c3)cc2C(F)(F)F)CC1	3.3*	-35*	19	39	10	-51*	18	-86*
12	Cc1cc(C2(c3ccc(O)c(C)c3)C(=O)N(Cc3ccccc3)c3ccccc32)ccc1O	81	106	86	78	86	80	71	98
13	CCN1CC2=C(Nc3nc(SC)[nH]c(=O)c3C2c2ccc3c(c2)OCO3)/C(=C/c2ccc3c(c2)OCO3)C1 (stereo not drawn)	94	114	90	96	110	111	·	98
14	CC/C(Cc1ccccc1)=C(/c1ccc(O)cc1)c1ccc(OCCN2CCOCC2)cc1	81	63	98	87	98	101	·	97
15	COc1ccc(Sc2[nH]c(C(C)=O)c3ccccc23)cc1	40	66	45	31	84	62	23	72
16	O=C(CNC(=O)Oc1ccccc1)Nc1ccc(C(=O)O)c(O)c1	74	107	104	107	111	106	100	91
17	S=C=NCC1CC2(Cl)CC1(Cl)C(Cl)=C2Cl (stereo not drawn)	84	79	97	103	98	94	83	60
18	CCCC/C(=C\c1ccc(O)c(OC)c1)C(=O)NC(Cc1ccccc1)C(=O)C(=O)NCCc1ccc(OC)cc1 (stereo not drawn)	34	81	84	95	100	90	82	70
19	Brc1cn2ccnc2c(-c2ccc3c(c2)ncn3C2CCCCC2)n1	101	78	92	90	87	107	95	91
20	O=C1/C(=C/c2ccc(Br)cc2)SC(=S)N1c1cccnc1	105	109	98	97	107	107	105	98
21	CC(C)OC(=O)Nc1ccc(F)cc1	101	75	100	96	95	97	100	94
22	O=C(Cn1cc(CN2C(=O)c3ccc([N+](=O)[O-])cc3C2=O)nn1)Nc1ccc(Cl)cc1Cl	104	107	103	110	109	98	102	113
23	COCCOC(C)C(/C=N/NC(N)=S)=N/NC(N)=S (stereo not drawn)	43	101	61	56	72	65	78	51
24	COc1cc2ccc(/C(C)=N/NC(N)=S)cc2cc1OC	81	72	89	92	88	114	60	72
25	O=C(c1ccc(CSc2ccc(Cl)cc2)o1)N1CCOCC1	99	74	96	·	103	100	92	92
26	N=C(N)c1ccc(-c2ccc(-c3cccs3)s2)s1	-52*	·	-9.1*	·	-67*	-80*	-63*	-76*
27	Cc1ccc(-n2cc(C=O)c(-c3ccc(S(C)(=O)=O)cc3)n2)cc1	89	103	95	91	92	·	106	81
28	O=C1NC(=S)NC(=O)C1=Cc1cc(-c2ccc([N+](=O)[O-])cc2)n(-c2ccccc2)n1	74	88	101	92	86	94	95	89
29	COc1ccc(/C=N/N=C2c3ccccc3-c3ccccc32)cc1OC	84	109	85	101	·	104	93	93
30	O=C(O)CCCCCCSc1nc(-c2ccc(Cl)cc2)cc(-c2ccc(Cl)cc2)n1	·	141	98	101	99	103	102	100
31	CCOc1ccc2nc(NC(=O)c3cccnc3Nc3ccc(F)cc3)sc2c1	77	88	90	84	90	90	90	95
32	CCOCCOCCN1CNc2[nH]c(=S)[nH]c(=O)c2C1	·	82	100	105	109	99	103	97
33	CCC(SCC(N)=O)(C(N)=O)C(C)C (stereo not drawn)	90	88	100	·	105	102	98	95
34	Cc1cc(=O)oc2cc(OCCCOc3ccc(/C=C/C(=O)Nc4ccccc4N)cc3)ccc12	9.7*	43	-91*	31	17	42	26	-77*
35	O=c1[nH]n(-c2nnc3n2N=C(c2ccc(Br)cc2)CS3)c(=O)c2ccccc12	14	79	99	99	97	95	96	100
36	Nc1nc2c(C(=O)Nc3ccc(Cl)cc3)c(Nc3ccc(Cl)cc3)nn2cc1-c1nc2ccccc2s1	100	95	103	105	·	98	109	96
37	Cc1cc(-c2ccc(O)c(C)c2)ccc1O	74	108	107	101	118	·	100	106
38	C=C1CCC2C3(C)COC(c4c(F)cccc4F)OC3CCC2(C)C1CC(O)C1=CCOC1=O (stereo not drawn)	18	55	68	86	86	54	72	·
39	COC(=O)CCC(C(=O)CN1C(=O)c2ccccc2C1=O)N1C(=O)c2ccccc2C1=O (stereo not drawn)	117&98	86	99&98	105&94	109&110	105&104	105&98	115&99
40	C=CC(O)C(C)C(=O)O (stereo not drawn)	107	94	110	104	99	102	100	90
41	CCCC/C=C\C/C=C\CCCCCCCCc1nc(-c2cc(OC)c(OC)c(OC)c2)no1	100	97	99	100	97	101	98	93
42	Oc1ccccc1-c1nc(Br)cn2ccnc12	97	87	88	·	103	102	102	95
43	CC(C)(NC(=O)c1ccccc1[N+](=O)[O-])C(=O)O	101	85	99	95	93	96	103	101
44	NC(=O)c1nc2c([nH]c1=O)CCCC2	94	·	·	114	95	122	103	99
45	O=C1Nc2ccc(F)cc2C1=Nc1ccc(O)cc1	96	113	100	106	100	103	110	114
46	S=c1nccc(-c2ccc(-c3ccccc3)cc2)[nH]1	97	100	88	80	84	97	99	98
47	O=C(O)c1cn(C2CC2)c2cc(N3CCN(C(=O)CCCN4C(=O)S/C(=C/c5cccc([N+](=O)[O-])c5)C4=O)CC3)c(F)cc2c1=O	110	100	98	98	94	99	92	74
48	CS(=O)(=O)c1ccc(Cl)cc1	99	88	99	97	99	98	94	100

A second format for part of the listing above.
26. N=C(N)c1ccc(-c2ccc(-c3cccs3)s2)s1
27. Cc1ccc(-n2cc(C=O)c(-c3ccc(S(C)(=O)=O)cc3)n2)cc1
28. O=C1NC(=S)NC(=O)C1=Cc1cc(-c2ccc([N+](=O)[O-])cc2)n(-c2ccccc2)n1

assay / entry | 26 | 27 | 28
CCRF-CEM | -52* | 89 | 74
HOP-92 | · | 103 | 88
SK-MEL-5 | -9.1* | 95 | 101
EKVX | · | 91 | 92
HOP-62 | -67* | 92 | 86
M14 | -80* | · | 94
A549/ATCC | -63* | 106 | 95
LOX IMVI | -76* | 81 | 89

(further entries)
No.	SMILES	CCRF-CEM	HOP-92	SK-MEL-5	EKVX	HOP-62	M14	A549/ATCC	LOX IMVI
49	COC(=O)C1=CC(c2cc3ccccc3o2)=C(C#N)C(=O)NN1	92	67	80	105	90	98	94	90
50	Clc1cn2cc(-c3ccc(Cl)c(Cl)c3Cl)nc2s1	107	86	100	110	87	95	103	99
51	Cc1ccccc1NC(=O)CSC(N)=O	108	87	102	116	106	81	101	91
52	CCOC(=O)c1c2ncccc2n2c(=O)n(C3CCCCC3)nnc12	125	89	89	87	114	107	95	102
53	ON=C1CCCCC1	101	·	103	90	76	112	99	102
54	CSc1nn(-c2ccccc2)c2ncnc(Nc3ccccc3Cl)c12	110	·	99	·	89	96	90	98
55	NN(Cc1ccccc1)Cc1ccccc1	92	71	104	119	105	101	97	102
56	O=C1C(Cl)C(c2ccccc2Br)N1n1cnnc1 (stereo not drawn)	96	87	104	101	77	92	90	92
57	CCNC1CN(CCCOC)S(=O)(=O)c2sc(S(N)(=O)=O)cc21 (stereo not drawn)	79	·	95	106	114	95	104	94
58	N#Cc1ccc2c(c1)OCO2	106	104	105	102	105	99	96	94
59	C=C(Cl)COC(=S)S	·	104	111	·	99	101	105	97
60	C/C(=N/NC(N)=S)c1sc(Nc2ccccc2)nc1C	97	90	98	85	92	102	81	95
61	O=S(=O)(N/N=c1\oc2ccccc2cc1-c1cc2ccccc2[nH]1)c1ccc(Cl)cc1	90	97	90	76	95	95	91	·
62	O=C(OCCN1CCCCC1)c1noc2cc([N+](=O)[O-])ccc12	95	112	103	108	100	104	94	94
63	C=C1CCc2occ(C)c2[C@H]2[C@H]1[C@@]13O[C@@]1(C[C@@H](C)C3=O)[C@H]1O[C@@]21C	96	88	99	103	94	105	88	95
64	O=C1OC(c2ccc(Cl)c(Cl)c2)=C/C1=C/c1ccccc1[N+](=O)[O-]	108	100	101	104	94	104	111	97
65	COc1ccc(/C=C2\N=C3SC=C(/N=c4\scc(-c5ccccc5)n4-c4ccccc4)N3C2=O)cc1	100	99	100	·	104	105	97	95
66	CCCCCCCCCCCCS(=O)CC(C)O (stereo not drawn)	101	90	103	·	96	107	93	111
67	C=C(C)[C@@H]1CC[C@]2(C(=O)N3CCNCC3)CC[C@]3(C)[C@H](CC[C@@H]4[C@@]5(C)CCCNC(C)(C)[C@@H]5CC[C@]43C)[C@@H]12	79	90	84	98	100	99	85	95
68	O=C(CC1c2ccccc2NC(=O)N1Cc1ccccc1)Nc1ccccc1 (stereo not drawn)	102	96	100	101	98	84	97	84
69	Nc1nc(-c2nnc(Nc3ccc(Oc4ccccc4)cc3)s2)cs1	100	·	101	·	102	107	101	98
70	N#C/C(=C/NC(=S)N=Nc1c(O)[nH]c2ccccc12)C(N)=O	117	113	105	90	97	100	112	93
71	COC1=CC(=O)OC(C)C1 (stereo not drawn)	95	83	102	98	85	96	98	95
72	CCCCCC(=O)NC1C(O)OC(CO)C(O)C1O (stereo not drawn)	94	94	100	105	98	98	60	96
73	COc1cc(-c2noc(-c3cc(OC)c(OC)c(OC)c3)n2)cc(OC)c1OC	90	·	93	91	81	86	96	87
74	O=[N+]([O-])c1ccc(OCCCCBr)c(Cl)c1	91	101	84	86	109	105	96	98

High-throughput results as filed in PubChem.
